RAD52 inh = RAD52 (human) annealing inhibition | P43351 | recombinant RAD52 DNA annealing, FRET fluorescence | inhibition, % at 18.7 µM | actives 0.46% (n = 360,000);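 active = every replicate showing at least 50% inhibition; inconclusive = mean inhibition at least 50% but not in every replicate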
esBAF inh = blocks esBAF chromatin remodeling in mouse ES cells; AID 602393; actives 2% (n = 350,000); Bmi1-luciferase knock-in reporter, 24 h; 100% = twice the neutral-well signal; reporter increase, % at 12.5 µM; in the data active = activation above about 40%; inconclusive = no clear call, values can overlap the other calls;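 note: 0% = median of the plate's neutral control wells and 100% = double that signal; a rise in the Bmi1 reporter signal indicates esBAF inhibition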
S100A4 inh HTS = inhibitors of human S100A4 binding to myosin IIA peptide. P26447. S100A4/TAMRA-MyoIIA peptide fluorescence polarization. inhibition, % at 10.7 µM. actives 0.14% (n = 360,000). AID 652163;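 active = mean inhibition of at least 70% across replicates, with every replicate also reaching that level; inconclusive = mean inhibition reaches 70% but some replicates fall short; inactive = mean inhibition below 70%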
Target sequence (P26447 whole entry, looked up): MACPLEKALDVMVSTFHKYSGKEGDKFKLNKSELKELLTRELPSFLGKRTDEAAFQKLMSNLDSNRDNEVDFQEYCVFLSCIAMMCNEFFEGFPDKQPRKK
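Test system: S100A4 monomer protein; Medium: HEPES pH 7.2 with CaCl2, KCl, NaCl, DTT, Triton; Probe or stimulus: TAMRA-labelled myosin IIA heavy-chain peptide probe, 5 nM; Doses: one dose per compound; Times: polarization read 5 min after assay mix addition, stable 5–60 min; Benchmarks: neutral control DMSO, positive control TFP.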
Xi reactivation = activators of X-chromosome reactivation in mouse fibroblasts. AID 743238. activation, % at 7.58 µM. actives 0.055% (n = 360,000). XiGFP mouse fibroblasts, % GFP-positive cells imaging, 3 d; cells co-treated with 5-aza-dC sensitizer; scaled so ellipticine positive control = 100%;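 active = mean normalized replicate activation at least 10% and every replicate at or above 10%; inconclusive = only one of the two criteria met; inactive = mean below 10% and not all replicates reach 10%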;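 note: 0% = median of on-plate neutral control wells and 100% = ellipticine 6 µM median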
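Material: SV40-immortalized XiGFP fibroblast cells, line 68-5-11 | Buffer or medium: DMEM containing 5-aza-dC | Dosing: One concentration, pinned | Times: 3 d treatment, 15 min room-temperature fixation | Controls: Ellipticine 6 µM positive control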
FN deposit inh = fibronectin deposition inhibition. AH1F fibroblasts, Alexa488-fibronectin deposition fluorescence, overnight. inhibition, % at 12.6 µM. actives 0.086% (n = 350,000). AID 743247;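 active = mean inhibition across replicates of 30% or more, regardless of how many single replicates reach that level; inconclusive = mean under 30% yet at least half of replicates reach 30%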;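 note: positive control wells lacked labelled fibronectin entirely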
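Assay system: AH1F fibroblasts / Quantity: 10000 cells per well / Medium: DMEM plus 2% serum, read in PBS / Reagent: labelled fibronectin 24 nM / Dosing: single dose, pinned / Times: 1 h cell attachment, overnight exposure to compound and label / Signal: fluorescence, ex 485 nm, em 525 nm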
E-sel inducer = induces E-selectin expression in human endothelial cells. P16581. HUVEC E-selectin immunofluorescence imaging; normalized: neutral wells 0, TNF-alpha wells 100. activation, % at 7.58 µM. actives 0.37% (n = 260,000). AID 686992;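 active = mean E-selectin-positive cell signal at least 10% of the positive control, reached in at least 60% of replicates, without over 20% cell loss; inconclusive = no rule given, readout overlaps actives, possibly toxicity-flagged; inactive = the rest, including those meeting only one limit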;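 note: in these data hits start at about 27%; measured in HUVEC primary endothelial cells; signal is the percent of cells scored E-selectin positive by PE staining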
Target sequence (P16581 whole entry, looked up): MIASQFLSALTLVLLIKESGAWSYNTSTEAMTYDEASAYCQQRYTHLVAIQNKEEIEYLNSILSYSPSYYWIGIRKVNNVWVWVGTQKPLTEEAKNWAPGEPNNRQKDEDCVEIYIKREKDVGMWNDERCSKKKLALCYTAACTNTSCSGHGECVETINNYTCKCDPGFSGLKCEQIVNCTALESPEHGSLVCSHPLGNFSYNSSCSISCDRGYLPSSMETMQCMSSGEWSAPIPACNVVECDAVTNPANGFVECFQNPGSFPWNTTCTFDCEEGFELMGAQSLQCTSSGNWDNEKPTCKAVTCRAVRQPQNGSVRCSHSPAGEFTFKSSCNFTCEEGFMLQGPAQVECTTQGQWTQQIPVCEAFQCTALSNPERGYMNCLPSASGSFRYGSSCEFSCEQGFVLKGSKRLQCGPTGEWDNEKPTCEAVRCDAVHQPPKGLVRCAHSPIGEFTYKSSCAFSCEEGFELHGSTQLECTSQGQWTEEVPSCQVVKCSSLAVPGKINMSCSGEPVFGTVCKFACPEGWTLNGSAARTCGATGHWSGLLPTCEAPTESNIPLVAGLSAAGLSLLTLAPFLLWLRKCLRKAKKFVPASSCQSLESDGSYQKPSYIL
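System: HUVEC / Compound: single concentration / Signal: immunofluorescence imaging / Read-out: percent E-selectin-positive cells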
RAD54 inh = inhibitors of human RAD54 branch migration. Q92698. RAD54 Holliday junction branch migration, FAM/BHQ fluorescence. inhibition, % at 10.4 µM. actives 0.14% (n = 360,000);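 active = mean normalized replicate activity at least 40 and at least half of replicates scoring 40 or more; inconclusive = only one of the two criteria met; inactive = mean below 40 and under half of replicates reaching 40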;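 note: 0% = median of neutral control wells and 100% = median of positive control wells; inhibitors cause a drop in the FAM fluorescence signal; in these data hits start at about 50%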
EWS-Fli block = blocks EWS/Fli oncoprotein-driven transcription; A673 NR0B1-luciferase reporter, viability-normalised; actives 0.67% (n = 350,000); inhibition, % at 12.6 µM;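 active = mean inhibition of at least 50% after viability correction, with every replicate also passing that limit; inconclusive = mean reaches 50% but only one of two replicates passes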;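 note: firefly luciferase signal divided by Alamar Blue viability fluorescence both relative to DMSO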
Starred values were filed as active, the others as inactive; ? = inconclusive; / = no result given; & = joins results of further samples. Not a hit list (roughly 3% active in at least one column).

SMILES	RAD52 inh	esBAF inh	S100A4 inh HTS	Xi reactivation	FN deposit inh	E-sel inducer	RAD54 inh	EWS-Fli block
Cc1c(O)ccc2c(O)c(NC(=O)c3ccc4c(c3)CCC(C)(C)O4)c(=O)oc12	-14	/	-2	0.1	0	/	/	7
CCCNC(=O)c1n[nH]c2c1CC(C(C)(C)CC)CC2 (stereo not given)	1	19	0	-0.1	1	-0.1	3	-31
CN(C)C(=O)c1ccc(-c2ccc([C@H]3[C@@H](CO)N4CCCCN(C(=O)C5CCC5)C[C@H]34)cc2)cc1	4	/	-2	/	/	/	0	4
O=C(C(c1ccccc1)c1ccccc1)N1CCN(Cc2ccco2)CC1	-1	-6	3	/	/	/	7	/
COc1ccc(N(S(=O)(=O)c2ccccc2)S(=O)(=O)c2ccccc2)c(N)c1	-18	15	-6	0.3	-2	-0.1	2	31
c1ccc(-c2nnc(OCc3cccnc3)c3ccccc23)cc1	-19	-1	-4	0.0	9	1.2	3	-4
O=c1[nH]c2ccccc2nc1-c1nnnn1Cc1ccccc1	-15	/	33	0.0	4	-0.3	/	4
Cc1ccc(NC(=O)c2ccco2)c(NC(=O)c2ccccc2C)c1	-4	0	1	0.3	7	/	-1	/
NC(=O)CCCc1nc(-c2ccccc2)no1	2	8	-7	-0.1	16	1.0	-5	-12
Oc1ccc(CCc2ccccn2)cc1	-11	22	-2	0.0	1	-1.0	-1	-14
COc1cc(C(=O)OCC(=O)N2CCC(C)CC2)cc2c1OCCO2	-16	-1	4	0.2	-3	0.1	-9	-9
COc1ccc2c3c(n(C)c2c1)[C@@H](CO)N(C(=O)CN1CCOCC1)CC31CN(C(=O)CC2CC2)C1	-3	/	6	0.3	/	-0.1	/	-14
O=C(C(=O)N1CCN(C(=O)Cc2ccccc2)CC1)c1cccc(C(F)(F)F)c1	-3	/	0	0.1	5	-0.1	/	-12
COCCCNc1ccn2nc(-c3cc(OC)c(OC)c(OC)c3)cc2n1	-12	-5	2	0.0	5	-1.0	-17	0
Cc1ccc(S(=O)(=O)N(CC(=O)N/N=C\c2cccs2)c2cccc3cccnc23)cc1	-10	/	8	0.3	-3	-1.3	/	10
CCCCC1CCC(C(=O)N(C)CC(=O)Nc2cccc(F)c2)CC1 (stereo not given)	-4	0	-2	0.2	/	-0.3	8	/
Cc1ccc2nc(-c3ccc(F)cc3)c(Cc3cccc(F)c3)n2c1	-57	/	-4	-0.1	13	0.1	/	-74
COc1ccc(C2CC(c3ccc4ccccc4c3)=NN2C(=O)CN2C(=O)CCC2=O)cc1 (stereo not given)	-10	18	-2	0.0	-1	-0.8	2	-12
COc1ccc(CN2CCNC(=O)C2CC(=O)NCCc2c[nH]c3ccccc23)c(OC)c1 (stereo not given)	-19	/	-2	0.4	-7	3.8	/	12
CC(=O)c1c(C)nn(CC(O)COc2ccc3c(c2)CCC3)c1C (stereo not given)	16	0	-16	/	/	/	1	11
CO[C@@H]1CN(C)C(=O)c2ccc(NC(C)=O)cc2OC[C@H](C)N(Cc2nccs2)C[C@@H]1C	-9	5	13	0.4	2	-0.1	2	0
COc1cc(/C=C2\SC(=N)N(c3ccc(F)cc3)C2=O)ccc1O	-32	/	0	0.1	2	0.3	/	0
CCCCOCCCNC(=O)C1CCCCC1	1	4	1	/	/	/	-13	5
CCOc1ccccc1/C=N/NC(=O)CNC(=O)c1ccc(S(=O)(=O)N2CCOCC2)cc1	-6	/	3	0.0	6	3.7	-19	2
C/C=C/C=C/C(=O)O	4	-6	33	/	/	/	-8	-1
O=C(N/N=C/c1cc2c(cc1Cl)OCO2)c1cccc(Br)c1	-6	/	-5	0.1	2	1.1	3	/
Cc1nc2scc(C)n2c(=O)c1S(=O)(=O)NC(C)c1ccccc1 (stereo not given)	-1	6	-3	0.2	-1	-0.5	-5	-1
CCOc1ccc(/C=C2\SC(=S)N(N3C(=O)C4CC4C3=O)C2=O)cc1 (stereo not given)	-6	/	1	0.3	-9	/	/	1
Cc1ccc(CN2CCC(C)(Oc3ccc(Cl)cc3)C2)cc1 (stereo not given)	-7	-2	3	0.1	3	-0.1	-7	2
C[N+]1(C2CCC3CCCC2C3O)CCCCC1 (stereo not given)	-16	-5	-9	-0.1	16	/	-1	0

The last 4 records of the section before open the next one:
SMILES	RAD52 inh	esBAF inh	S100A4 inh HTS	Xi reactivation	FN deposit inh	E-sel inducer	RAD54 inh	EWS-Fli block
Cc1nc2scc(C)n2c(=O)c1S(=O)(=O)NC(C)c1ccccc1 (stereo not given)	-1	6	-3	0.2	-1	-0.5	-5	-1
CCOc1ccc(/C=C2\SC(=S)N(N3C(=O)C4CC4C3=O)C2=O)cc1 (stereo not given)	-6	/	1	0.3	-9	/	/	1
Cc1ccc(CN2CCC(C)(Oc3ccc(Cl)cc3)C2)cc1 (stereo not given)	-7	-2	3	0.1	3	-0.1	-7	2
C[N+]1(C2CCC3CCCC2C3O)CCCCC1 (stereo not given)	-16	-5	-9	-0.1	16	/	-1	0
CC(C)NC(=O)C(C)Oc1ccc(S(=O)(=O)NCc2ccc3c(c2)OCO3)cc1 (stereo not given)	-8	1	-16	0.3	-2	-0.1	7	0
CN1c2ccc(Br)cc2[C@H]2[C@H](CCN2C(=O)Nc2ccc(F)cc2)[C@H]1CO	-18	1	-5	0.2	14	?	11	-7
Cc1cnc(C(=O)OC(C(=O)c2c[nH]c3ccccc23)c2ccccc2)cn1 (stereo not given)	-72	3	-4	0.1	-1	-0.4	-5	-2
CN1C(=O)c2cc(NC(=O)Nc3ccccc3Cl)ccc2OC[C@@H]2O[C@@H](CC(=O)NCCCN3CCOCC3)CC[C@H]21	/	2	/	0.0	-2	-0.2	/	3
COc1ccc(N(CC(=O)NCCSc2ccccc2)S(C)(=O)=O)cc1	-16	-2	4	0.6	1	/	-6	-4
CCn1cc(CN2CCC(n3nccc3NC(=O)CCc3ccccc3)CC2)cn1	-4	-1	3	0.0	5	3.1	-11	/
COc1ccccc1N1CCN(C(=O)Nc2ccc(F)c(Cl)c2)CC1	-18	/	-1	0.0	5	0.0	/	-13
Cn1cc(CCC(=O)NCCCc2ccccc2)c2ccccc21	-24	-1	-3	0.0	1	0.8	4	2
O=C(CCC(=O)N/N=C/c1ccc(Br)o1)N/N=C/c1ccc(Br)o1	-36	/	-12	0.3	/	/	/	7
CCCC#Cc1ccc([C@@H]2[C@@H](CO)N3CCCCN(Cc4cccnc4)C[C@H]23)cc1	9	7	18	0.1	/	-0.1	-4	17
Cc1ccc(NC(=S)c2ccncc2)c(C)c1	-1	1	-5	0.2	9	/	-6	-6
Cc1ccc(-n2nc(-c3ccccc3)cc2Nc2ccccc2N)cc1	-13	/	-4	0.0	6	0.4	/	-10
C[C@@H]1CN([C@H](C)CO)C(=O)c2cc(C#CCc3ccccc3)cnc2O[C@H]1CN(C)Cc1cccc(F)c1	15	-2	5	-0.7	3	0.3	0	7
CC1=NN(c2cccc(Cl)c2)C(=O)C1	-7	1	-14	0.0	-3	/	26	-1
C[c-]1[c-](C)[c-](C)[c-](C)[c-]1C.[Fe].c1cc2nccc(N3CCCC3)[c-]2c1 (stereo not given)	-58&-63	-10&2	19&15	0.1&0.1	3&0	0.0&-0.1	-13&-19	1&7
COC(C(=O)N/N=C(\C)c1ccc(O)cc1)c1ccccc1 (stereo not given)	10	-5	-4	0.1	-2	1.9	-1	-13
CCCOC(c1ccccc1)(c1ccccc1)C(Oc1nc(C)cc(C)n1)C(=O)O (stereo not given)	-6	-1	1	0.2	0	0.3	-3	-7
CCC(=O)N1C[C@@H](C)[C@@H](OC)CN(C)C(=O)c2cc(NC(=O)COC)ccc2OC[C@@H]1C	3	-2	-3	0.2	6	-0.1	7	2
NC(=O)c1ccc(NC(=O)CN2CCOCC2)cc1	-14	5	0	0.0	0	/	4	12
COc1cc(/C=N/NC(=O)c2cccnc2)ccc1OC(=O)c1ccc([N+](=O)[O-])cc1	-9	/	-2	0.0	-11	/	/	-4
Cc1cc(OCC(=O)NC2CCN(Cc3ccccc3)CC2)c2c(C)cc(=O)oc2c1	-6	-8	-4	0.2	6	/	-6	-4
Nc1ccc(Cl)c(S(=O)(=O)Nc2cccc(Cl)c2)c1	-12	/	-4	-0.1	-9	/	/	16
COc1ccccc1C(=O)N/C(=C\c1cn(S(=O)(=O)N(C)C)c2ccccc12)C(=O)N1CCOCC1	-6	-2	5	0.1	4	0.0	-1	/
COCC(=O)N1C[C@H](C)[C@@H](OC)CN(C)C(=O)c2cc(NC(=O)Nc3cccc(F)c3)ccc2OC[C@H]1C	2	0	0	1.2	-8	0.0	-1	6
CCOC(=O)c1ccc(CC2SC(N)=NC2=O)cc1 (stereo not given)	-16	0	2	0.0	3	-0.2	6	0
COc1ccccc1CNC(=O)C1CCN(S(=O)(=O)c2ccc3c(c2)C(C)(C)C(=O)N3C)CC1	-8	-2	1	0.1	-5	-0.4	-4	17
C[C@H](O)C#Cc1ccc2c(c1)O[C@H](CN(C)CC1CCOCC1)[C@@H](C)CN([C@@H](C)CO)S2(=O)=O	14	0	-62	-0.8	-14	-0.3	-2	-10
Cc1cc2c([nH]c3ccccc32)c2c1OC(C)(C)C=C2	-1	92*	-2	/	/	/	-5	-120
O=C(C[C@@H]1C=C[C@H](NC(=O)Cc2ccccn2)[C@@H](CO)O1)NCCc1ccccc1	-9	/	-2	-0.3&0.0	5	-0.1	/	-17
COC(=O)C1=C(N)OC2=C(C(=O)CC(C)(C)C2)C1c1cc2c(cc1Cl)OCO2 (stereo not given)	-17	-5	-33	0.8	7	1.4	4	2
COc1cc(OC)cc(C(=O)NC2CCN(CCCOc3ccccc3)CC2)c1	-8	-7	4	0.2	5	0.4	10	-5
CCOc1ccc2cc(C(=O)NCc3ccccc3)c(=N)oc2c1	-20	-8	-7	0.0	-1	/	-8	-104
Cc1cc(F)ccc1S(=O)(=O)N1CCCOC1CNC(=O)C(=O)NCCN1CCOCC1 (stereo not given)	-17	-3	2	-0.1	/	0.2	10	-3
O=S(=O)(c1ccccc1)N1CCCCN2[C@@H](CO)[C@@H](c3ccc(C#Cc4cccnc4)cc3)[C@@H]2C1	1	2	4	0.1	/	-0.3	-1	10
Cc1ccc(S(=O)(=O)Nc2cccc3c2O[C@@H](CN(C)Cc2ccc4c(c2)OCO4)[C@@H](C)CN([C@@H](C)CO)C3=O)cc1	-9	3	-5	0.1	/	-0.1	0	7

2 compounds from above, limited to Xi reactivation, FN deposit inh and S100A4 inh HTS.
Compound | Xi reactivation | FN deposit inh | S100A4 inh HTS
O=S(=O)(c1ccccc1)N1CCCCN2[C@@H](CO)[C@@H](c3ccc(C#Cc4cccnc4)cc3)[C@@H]2C1 | 0.1 | / | 4
Cc1ccc(S(=O)(=O)Nc2cccc3c2O[C@@H](CN(C)Cc2ccc4c(c2)OCO4)[C@@H](C)CN([C@@H](C)CO)C3=O)cc1 | 0.1 | / | -5
